Assay outcomes from PubChem.
GSK3 alpha inh = blockers of GSK3A enzyme activity – biochemical, luminescence, cell-free homogeneous, HTS, primary screen | Glycogen synthase kinase-3 alpha (Homo sapiens), P49840 | GSK-3 alpha kinase, ADP-Glo luminescence, 60 min | inhibition, % at 10 µM | hit rate 0.1% among 320,000 | AID 2650, 2010;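 in the data active = inhibition above about 50%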;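 note: GST-tagged GSK-3 alpha with peptide substrate and 25 µM ATP; 0% = DMSO neutral wells and 100% = GW8510 positive control wells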
Target sequence (P49840 whole entry, looked up): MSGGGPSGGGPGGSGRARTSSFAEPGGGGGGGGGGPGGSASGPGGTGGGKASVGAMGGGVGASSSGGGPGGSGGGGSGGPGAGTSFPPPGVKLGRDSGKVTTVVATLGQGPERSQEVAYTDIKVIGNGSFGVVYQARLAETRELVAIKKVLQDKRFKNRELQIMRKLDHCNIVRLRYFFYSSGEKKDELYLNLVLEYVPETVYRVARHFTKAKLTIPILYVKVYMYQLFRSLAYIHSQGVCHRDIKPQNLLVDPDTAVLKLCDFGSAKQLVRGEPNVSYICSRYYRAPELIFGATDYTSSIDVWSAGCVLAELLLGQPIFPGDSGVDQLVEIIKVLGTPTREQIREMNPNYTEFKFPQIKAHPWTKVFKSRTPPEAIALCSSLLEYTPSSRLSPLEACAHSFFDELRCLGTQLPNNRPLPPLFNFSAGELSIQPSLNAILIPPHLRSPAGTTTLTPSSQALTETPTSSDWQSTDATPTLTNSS
KCNQ1 pot = potentiators or activators of KCNQ1 channel, primary screen, cell-based, thallium flux, high-throughput; Potassium voltage-gated channel subfamily KQT member 1 (Homo sapiens), P51787; CHO-K1 KCNQ1, thallium flux FluxOR fluorescence; hits give high values; B-score at 10 µM; hit rate 0.35% among 310,000;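 active = fluorescence ratio B-score, a plate-corrected score, at least three library SD, with initial intensity B-score within 5 SD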
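Assay system: stable KCNQ1 CHO-K1 line; medium: assay buffer, equal DMSO in all wells; timing: 90 min dye loading and 20 min compound exposure, both at room temperature; technique: kinetic FluxOR thallium fluorescence, 10-s 1-Hz baseline, 110-s post-stimulus read; read-out basis: B score of baseline-normalized fluorescence ratio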
hERG protect = hERG rescue from dofetilide block, primary screen, cell-based, CHO-hERG, FluxOR thallium flux, dofetilide IC70 | dofetilide IC70 present | activation (rescue from dofetilide block), less the hit threshold, % at 10 µM | hit rate 0.51% among 310,000;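 active = activation above the mean of controls blocked by dofetilide plus 5 SD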;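 note: thallium influx through hERG after potassium depolarization seen as dye fluorescence rise; in these data hits start at about 4.7%; inactives centre near -7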
PolyA inh = polyadenylation inhibitors in yeast reporter cells, primary screen, luminescence, S. cerevisiae; AID 1875, 2009; S. cerevisiae SKY197-pL101 polyadenylation reporter, beta-gal luminescence; efflux-impaired pdr1/pdr3 knockout yeast; score 100 = 6 SD above DMSO; hit rate 0.02% among 300,000; calls only at 12 µM;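 active = lowest replicate activity score at least 50, where 100 means six control SD above control mean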;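 note: yeast exposed to compound for 9 h at 30 °C; higher score means more reporter readthrough which indicates perturbed polyadenylation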
KCNQ1 inh = inhibitors of human KCNQ1 channel, primary screen, cell-based, thallium flux, high-throughput; Potassium voltage-gated channel subfamily KQT member 1 (Homo sapiens), P51787; CHO-K1 KCNQ1, FluxOR thallium flux fluorescence; hits give high values; B-score at 10 µM; hit rate 1.3% among 310,000; AID 2642, 2010;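 active = compounds whose thallium flux B-score, printed positive for inhibition, exceeds three library SD while starting fluorescence stays within three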;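 note: channel opened by potassium depolarization with thallium stimulus after 20 min compound exposure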
GSK3B inh = human GSK3beta kinase inhibitors, primary screen, biochemical, cell-free homogeneous, HTS; Glycogen synthase kinase-3 beta (Homo sapiens), P49841; GST-GSK3beta kinase, ADP-Glo luminescence, 60 min; hits give low values; activity score (negative = inhibition), % at 10 µM; hit rate 0.038% among 300,000;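 active = more than half of replicate wells score below -50%, meaning over 50% inhibition versus plate controls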;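 note: 0% = median DMSO wells and -100% = median GW8510 positive control wells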
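Test system: GST-fused GSK3beta enzyme, cell-free | Quantity: 1.6 ng GST-GSK3beta enzyme per well | Reagent: 25 µM ATP with peptide substrate | Schedule: 60 min enzyme reaction, room temperature | Signal: Luminescent ADP-Glo measurement of ADP formed | Read-out basis: Score relative to plate controls | Control set: DMSO and 20 µM GW8510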
RGS4 act = RGS4 potentiators or activators, primary screen, cell-based, HEK293 M3R inducible RGS4, calcium flux | B-score at 10 µM | AID 463111, 2010 | hit rate 0.92% among 310,000 | carbachol calcium flux Fluo4; hits give low values;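 active = B-score of the integrated calcium signal more than 4 SD below the library mean, with starting fluorescence not abnormally high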;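 note: negative B-score means reduced calcium response which marks RGS4 activation or potentiation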
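System: HEK293 FlpIn-TREx cells, stable M3R, doxycycline-inducible RGS4. Timing: overnight RGS4 induction, 30 min dye load 37 °C, 20 min compound RT. Also added: carbachol, ECmax concentration. Measured by: Fluo4 fluorescence kinetic imaging of calcium. Evaluation: integrated calcium ratio converted to B score.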
KCNK9 inh = KCNK9 potassium channel inhibitors, primary screen, HEK293 cells, thallium flux; Potassium channel subfamily K member 9 (Homo sapiens), Q9NPC2; FluxOR thallium flux fluorescence; hits give low values; B-score at 10 µM; hit rate 1.2% among 310,000; AID 488922, 2010;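 active = ratio B-score over 3 SD below the library mean, with starting fluorescence within 5 SD of its mean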;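 note: negative B-score means less thallium flux so channel inhibition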
HDAC3 inh = HDAC3 deacetylase inhibitors, primary screen, biochemical, fluorescence, cell-free homogeneous; AID 2718, 2010; recombinant HDAC3, fluorogenic peptide/trypsin coupled; Histone deacetylase 3 (Homo sapiens), O15379; inhibition, % at 8.3 µM; hit rate 0.15% among 320,000; in the data active = inhibition above about 26%, passing the limit was not always enough
KCNK3 block = human KCNK3 channel inhibitors, primary screen, CHO cells, FluxOR thallium flux, B-score. hit rate 0.84% among 340,000. Potassium channel subfamily K member 3 (Homo sapiens), O14649. FluxOR fluorescence; hits give low values. B-score at 10 µM;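 active = B-score under library mean minus 4 SD, starting fluorescence ratio at most library mean plus 5 SD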;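 note: more negative B-score means stronger inhibition of thallium flux through KCNK3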
Target sequence (O14649 whole entry, looked up): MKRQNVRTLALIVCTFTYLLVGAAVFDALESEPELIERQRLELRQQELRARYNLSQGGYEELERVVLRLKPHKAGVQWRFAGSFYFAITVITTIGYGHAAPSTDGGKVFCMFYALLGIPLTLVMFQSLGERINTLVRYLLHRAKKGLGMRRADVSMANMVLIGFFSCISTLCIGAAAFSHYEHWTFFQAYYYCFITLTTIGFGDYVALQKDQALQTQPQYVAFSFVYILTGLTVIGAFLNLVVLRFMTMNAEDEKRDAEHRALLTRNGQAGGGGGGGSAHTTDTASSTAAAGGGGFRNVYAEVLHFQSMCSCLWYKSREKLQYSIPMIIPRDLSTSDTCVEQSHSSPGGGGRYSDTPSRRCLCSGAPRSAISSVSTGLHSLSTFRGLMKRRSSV
DYRK1A inh = rat Dyrk1A kinase inhibitors, primary screen, biochemical, single point, plate reader; inhibition, % at 12.5 µM; hit rate 0.43% among 310,000; ADP-Glo luminescence, NFATc1 peptide; AID 504441, 2011; in the data active = inhibition above about 50%;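 note: plate controls were vehicle with enzyme for no effect and no enzyme for full effect; many of its hits are not listed in these tables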
The depositor's hits bear a star. This is a subset, so the mix of outcomes need not match the whole.

Screening Cc1cc(C(F)F)n2nc(C(=O)Nc3ccc(S(=O)(=O)NC45CC6CC(CC(C6)C4)C5)cc3)nc2n1 returned GSK3 alpha inh -2.3, KCNQ1 pot inactive, hERG protect -9.5, PolyA inh inactive, KCNQ1 inh inactive, RGS4 act inactive, KCNK9 inh inactive, HDAC3 inh -4.4, KCNK3 block inactive and DYRK1A inh 6.1.
For CCN(CC)C(=O)CSc1nc(OC)cc(=O)[nH]1 the results were GSK3 alpha inh 1.7, KCNQ1 pot inactive, hERG protect -5.8, PolyA inh inactive, KCNQ1 inh inactive, GSK3B inh -4.1, RGS4 act inactive, KCNK9 inh inactive, HDAC3 inh 0.2, KCNK3 block inactive and DYRK1A inh -1.3.
C=COc1ccc(N2C(=O)c3ccccc3OC2C)cc1 (stereo unspecified) was read as GSK3 alpha inh -0.2, KCNQ1 pot inactive, hERG protect -5.8, KCNQ1 inh inactive, GSK3B inh 1.7, RGS4 act inactive, KCNK9 inh inactive, HDAC3 inh -4.2, KCNK3 block inactive and DYRK1A inh 6.6.
Screening CC(OC(=O)c1ccc(Cl)nc1)C(=O)N1CCc2ccccc21 (stereo unspecified) returned GSK3 alpha inh 0.0, KCNQ1 pot inactive, hERG protect -10.4, PolyA inh inactive, KCNQ1 inh inactive, GSK3B inh 2.9, RGS4 act inactive, KCNK9 inh inactive, HDAC3 inh -2.3, KCNK3 block inactive and DYRK1A inh -9.3.
`Nc1cc(C(=O)OCC(=O)N2CCCC2)ccc1Cl` gave GSK3 alpha inh -1.2, KCNQ1 pot inactive, hERG protect -5.5, PolyA inh inactive, KCNQ1 inh inactive, GSK3B inh -1.7, RGS4 act inactive, KCNK9 inh inactive, HDAC3 inh -5.1, KCNK3 block inactive and DYRK1A inh -7.2.
COc1ccccc1CCNC(=O)C(=O)Nc1cc2c3c(c1)C(C)C(=O)N3CCC2 (stereo unspecified) was read as GSK3 alpha inh 3.8, KCNQ1 pot inactive, hERG protect -14.0, PolyA inh inactive, KCNQ1 inh inactive, GSK3B inh 0.7, RGS4 act inactive, KCNK9 inh inactive, HDAC3 inh -6.6, KCNK3 block inactive and DYRK1A inh -15.2.
Screening O=C(Cn1c(O)c(/C=C2\C=Nc3ccc(Br)cc32)sc1=O)N1CCCC1 returned GSK3 alpha inh -3.8, KCNQ1 pot inactive, hERG protect -13.0, PolyA inh inactive, KCNQ1 inh inactive, GSK3B inh 2.4, RGS4 act inactive, KCNK9 inh inactive, HDAC3 inh -1.9, KCNK3 block inactive and DYRK1A inh 2.8.
Screening O=C(CCCOc1ccc(Cl)cc1Cl)NCc1ccccn1 returned GSK3 alpha inh -0.4, KCNQ1 pot inactive, hERG protect -9.8, PolyA inh inactive, KCNQ1 inh inactive, GSK3B inh 1.8, RGS4 act inactive, KCNK9 inh inactive, HDAC3 inh -4.9 and KCNK3 block inactive.
CCn1c(SCC(=O)N=Nc2c(O)[nH]c3ccccc23)nnc1-c1ccc(C(C)(C)C)cc1 was read as GSK3 alpha inh -1.4, KCNQ1 pot inactive, hERG protect -4.0, PolyA inh inactive, KCNQ1 inh inactive, GSK3B inh -1.7, RGS4 act inactive, KCNK9 inh inactive and HDAC3 inh -6.9.
`CCC(C)(C)n1nnnc1C(c1cc2cccc(C)c2[nH]c1=O)N1CCCC1` (stereo unspecified) gave GSK3 alpha inh 2.4, KCNQ1 pot inactive, hERG protect -13.1, PolyA inh inactive, KCNQ1 inh inactive, GSK3B inh -0.9, RGS4 act inactive, KCNK9 inh inactive, HDAC3 inh -1.8, KCNK3 block inactive and DYRK1A inh -7.5.
For O=c1cc(CSc2nc3ccccc3[nH]2)c2ccccc2[nH]1 the results were GSK3 alpha inh -3.2, KCNQ1 pot inactive, hERG protect -13.2, PolyA inh inactive, KCNQ1 inh inactive, GSK3B inh 0.4, RGS4 act inactive, KCNK9 inh inactive, HDAC3 inh 3.0, KCNK3 block inactive and DYRK1A inh 2.1.
CCCCC(=NCCc1c(C)[nH]c2ccccc12)C1=C(O)CC(c2ccccc2)CC1=O (stereo unspecified) was read as GSK3 alpha inh -2.3, KCNQ1 pot inactive, hERG protect -9.9, PolyA inh inactive, KCNQ1 inh inactive, GSK3B inh 1.5, RGS4 act inactive, KCNK9 inh inactive, HDAC3 inh -1.1, KCNK3 block inactive and DYRK1A inh -2.6.
Screening CCCCn1c(NC(=O)CC)c(C#N)c2nc3ccccc3nc21 returned GSK3 alpha inh 3.7, KCNQ1 pot inactive, hERG protect -10.0, PolyA inh inactive, KCNQ1 inh inactive, GSK3B inh -4.0, RGS4 act inactive, KCNK9 inh inactive, HDAC3 inh 3.6, KCNK3 block inactive and DYRK1A inh 4.7.
COc1ccc(NC(=O)C2=C(C)Nc3nc(CCCO)nn3C2c2ccc(OC)c(OC)c2)cc1 (stereo unspecified) was read as KCNQ1 pot inactive, hERG protect -14.0, PolyA inh inactive, KCNQ1 inh inactive, GSK3B inh -0.7, RGS4 act inactive, KCNK9 inh inactive, HDAC3 inh 1.6, KCNK3 block inactive and DYRK1A inh -2.9.
For Cc1cccc(NC(=S)NNC(=O)COc2ccc(Cl)cc2Cl)c1 the results were GSK3 alpha inh -3.4, KCNQ1 pot inactive, hERG protect -5.5, PolyA inh inactive, KCNQ1 inh inactive, GSK3B inh -0.7, RGS4 act inactive, KCNK9 inh inactive, HDAC3 inh 5.0, KCNK3 block inactive and DYRK1A inh -5.5.
`O=C(O)c1ccccc1NC(=O)C1CCN(S(=O)(=O)c2cccc3nsnc23)CC1` gave GSK3 alpha inh -14.7, KCNQ1 pot inactive, hERG protect 3.3, PolyA inh inactive, KCNQ1 inh inactive, GSK3B inh -3.8, RGS4 act inactive, KCNK9 inh inactive, HDAC3 inh -1.4 and KCNK3 block inactive.
O=C(COC(=O)c1ccccc1)c1ccc(Br)cc1 was read as GSK3 alpha inh 2.3, KCNQ1 pot inactive, hERG protect -3.6, PolyA inh inactive, KCNQ1 inh inactive, GSK3B inh -0.1, RGS4 act inactive, KCNK9 inh -6.8*, HDAC3 inh 0.8 and KCNK3 block inactive.
Screening CCCOc1cccc(C2C(C(=O)c3ccc(C)o3)=C(O)C(=O)N2c2nc(C)c(C(C)=O)s2)c1 (stereo unspecified) returned GSK3 alpha inh -0.5, KCNQ1 pot inactive, hERG protect -9.3, PolyA inh inactive, KCNQ1 inh inactive, GSK3B inh -0.6, RGS4 act inactive, KCNK9 inh inactive, HDAC3 inh -9.6, KCNK3 block inactive and DYRK1A inh -5.7.
For CCCC(CCC(=O)Nc1ccc(C(=O)OCC)cc1)C(=O)O (stereo unspecified) the results were GSK3 alpha inh -0.8, KCNQ1 pot inactive, hERG protect -2.8, KCNQ1 inh inactive, GSK3B inh -2.3, RGS4 act inactive, KCNK9 inh inactive, HDAC3 inh 4.4, KCNK3 block inactive and DYRK1A inh 1.8.
COC(=O)[C@H]1C[C@@H]1[C@H](NC(=O)[C@H]1C[C@@H]1[C@H](NC(=O)OCc1ccccc1)c1ccccc1)c1ccccc1 was read as GSK3 alpha inh 1.0, KCNQ1 pot inactive, hERG protect -10.2, PolyA inh inactive, KCNQ1 inh inactive, GSK3B inh 1.2, RGS4 act inactive, KCNK9 inh inactive, HDAC3 inh 0.4, KCNK3 block inactive and DYRK1A inh 7.7.
For CCn1c(CNC(=O)c2cccnc2)cc2ccccc21 the results were GSK3 alpha inh -1.2, KCNQ1 pot inactive, hERG protect -3.4, PolyA inh inactive, KCNQ1 inh inactive, GSK3B inh 0.5, RGS4 act inactive, KCNK9 inh inactive, HDAC3 inh -6.1, KCNK3 block inactive and DYRK1A inh -1.6.
`S=C(NCC1CCCO1)Nc1cccc2ccccc12` (stereo unspecified) gave GSK3 alpha inh -4.4, KCNQ1 pot inactive, hERG protect -6.5, PolyA inh inactive, KCNQ1 inh inactive, GSK3B inh -1.4, RGS4 act inactive, KCNK9 inh inactive, HDAC3 inh 0.1, KCNK3 block inactive and DYRK1A inh 3.7.
For COc1ccccc1C(=O)Nc1ccc(S(=O)(=O)Nc2cc(C)on2)cc1 the results were GSK3 alpha inh 2.0, KCNQ1 pot inactive, hERG protect -2.1, PolyA inh inactive, KCNQ1 inh inactive, GSK3B inh 1.3, RGS4 act inactive, KCNK9 inh inactive, HDAC3 inh 1.2, KCNK3 block inactive and DYRK1A inh 5.4.
For C=CCn1c(SCC(=O)Nc2ccccc2OC)nc(O)c(CC)c1=O the results were GSK3 alpha inh -3.2, KCNQ1 pot inactive, hERG protect -6.3, PolyA inh inactive, KCNQ1 inh inactive, GSK3B inh -0.5, RGS4 act inactive, KCNK9 inh inactive, HDAC3 inh -6.2, KCNK3 block inactive and DYRK1A inh 2.5.
COc1ccc(C(=O)C2CCCN(C(=O)/C=C/c3cnc[nH]3)C2)c(C)c1 (stereo unspecified) was read as GSK3 alpha inh 7.0, KCNQ1 pot inactive, hERG protect -10.0, PolyA inh inactive, KCNQ1 inh inactive, GSK3B inh 1.4, RGS4 act inactive, KCNK9 inh inactive, HDAC3 inh 0.0, KCNK3 block inactive and DYRK1A inh -3.5.
Cc1ccc(C(=O)O/N=C(\N)c2ccccn2)cc1C was read as GSK3 alpha inh 1.5, KCNQ1 pot inactive, hERG protect -4.9, PolyA inh inactive, KCNQ1 inh inactive, RGS4 act inactive, KCNK9 inh inactive, HDAC3 inh -4.3, KCNK3 block inactive and DYRK1A inh 1.7.
`COc1ccc(NC(=O)c2sc(NC(=O)COc3ccccc3)nc2C)cc1` gave GSK3 alpha inh -0.3, KCNQ1 pot inactive, hERG protect 0.8, PolyA inh inactive, KCNQ1 inh inactive, GSK3B inh -0.5, RGS4 act inactive, KCNK9 inh inactive, HDAC3 inh -0.6, KCNK3 block inactive and DYRK1A inh -3.9.
